# Screening results (PubChem)
# ADAM17 inh: inhibits human ADAM17. recombinant ADAM17, EDANS/DABCYL FRET peptide cleavage. P78536. inhibition, % at 6.95 µM. hit rate 0.83% among 370,000;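 active = inhibition above the mean of compounds lying between control limits plus 3 SD, set per campaign, cut at about 8.5% in these data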;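 note: 0% = DMSO-only wells as the low control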
# Target sequence (P78536 215-824 limits assumed): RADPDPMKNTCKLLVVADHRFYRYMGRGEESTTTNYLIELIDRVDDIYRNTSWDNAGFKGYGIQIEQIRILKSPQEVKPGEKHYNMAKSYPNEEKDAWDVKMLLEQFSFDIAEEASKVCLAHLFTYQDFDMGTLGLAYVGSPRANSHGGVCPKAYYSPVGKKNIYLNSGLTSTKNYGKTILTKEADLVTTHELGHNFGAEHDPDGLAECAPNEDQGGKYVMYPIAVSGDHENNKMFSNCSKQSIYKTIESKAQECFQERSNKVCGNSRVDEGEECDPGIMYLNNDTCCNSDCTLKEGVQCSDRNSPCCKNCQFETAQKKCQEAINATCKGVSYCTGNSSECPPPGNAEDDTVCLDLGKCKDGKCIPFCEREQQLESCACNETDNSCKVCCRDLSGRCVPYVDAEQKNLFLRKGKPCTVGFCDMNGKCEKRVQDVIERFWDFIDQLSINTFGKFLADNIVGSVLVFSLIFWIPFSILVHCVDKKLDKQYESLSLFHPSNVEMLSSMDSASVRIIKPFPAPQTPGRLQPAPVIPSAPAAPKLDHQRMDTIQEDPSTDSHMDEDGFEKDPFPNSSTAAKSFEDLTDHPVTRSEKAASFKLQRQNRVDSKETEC
# Tn6 DDE FP: inhibitors of Tn6 peptide binding to human fibrin DD(E); AID 720509; hit rate 0.21% among 370,000; Fibrin DD(E) TRITC-Tn6 fluorescence polarization displacement; inhibition, % at 8.3 µM; P02675;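 active = inhibition above a per-campaign cutoff: mean of compounds within control limits plus 3 SD, cut at about 15% in these data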;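 note: 0% = median of all compound wells on the plate and 100% = blocking peptide control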
# ADAM10 inh: inhibits human ADAM10. O14672. recombinant ADAM10, EDANS/DABCYL FRET peptide cleavage, 3 h. inhibition, % at 7 µM. hit rate 0.62% among 370,000;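 active = inhibition above a per-campaign cutoff equal to the mean of compounds falling between control-based bounds plus 3 SD, cut at about 20% in these data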;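 note: 0% = DMSO wells while the 100% control is not disclosed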
# DDE Tn7 FP inh: inhibitors of Tn7 peptide binding to human fibrin DD(E); FP displacement of FITC-Tn7 peptide from fibrin DD(E); 0% = median of compound wells per plate; inhibition, % at 8.3 µM; hit rate 0.13% among 370,000;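 active = inhibition above the mean of compounds falling within the control limits plus 3 SD of them, cut at about 14% in these data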;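 note: 0% = plate median of compound wells and 100% = 10 µM Aha-Tn7 peptide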
#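 Measure: % inhibition scaled between sample-field median and high-control FP; Test system: human fibrin DD(E); Quantity: 2 µM final DD(E) protein; Doses: one dose, 8.3 µM nominal; Schedule: compound with protein 10 min, then 3 h after probe, room temperature; Detection: fluorescence polarization; Medium: Tris buffer with calcium and detergent, pH 7.8.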
# ARFGAP1 inh: inhibitors of rat ARFGAP1. Q62848. Arfgap1-stimulated ARF1 GTP hydrolysis, GDP FP detection. hit rate 0.26% among 360,000. inhibition, % at 16.5 µM. AID 651572;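 active = inhibition above a per-plate limit, mean inhibition of low control wells plus 3 SD, cut at about 25% in these data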;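 note: 0% = DMSO wells with enzyme and 100% = wells lacking Arfgap1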
# Target sequence (Q62848 1-136 limits assumed): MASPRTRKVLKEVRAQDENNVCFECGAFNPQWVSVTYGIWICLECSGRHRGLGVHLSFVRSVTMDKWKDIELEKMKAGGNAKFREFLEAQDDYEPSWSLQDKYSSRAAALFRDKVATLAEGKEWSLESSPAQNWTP
#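 material = rat Arfgap1 catalytic domain, aa 1-136 | also added = human ARF1(Δ1-17)-GTP substrate | compound dosing = one concentration, 16.5 µM, DMSO 1.26% | times = GTP hydrolysis reaction 2 h at 25 °C | measured by = FP, GDP Alexa 633 tracer displaced from anti-GDP antibody, 620/688 nm | evaluation = percent inhibition of Arfgap1-stimulated GTP hydrolysis | replication = single well per compound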
# proKLK7 act: activators of human kallikrein-7 zymogen | P49862 | purified proKLK7, EDANS-DABCYL substrate fluorescence; 100% is mature enzyme control, 0% vehicle | activation, % at 7 µM | hit rate 0.9% among 370,000 | AID 652039;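 active = activation above the mean of all tested compounds plus 3 SD, computed per campaign excluding outliers beyond control limits, cut at about 13% in these data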
# Target sequence (P49862 whole entry, looked up): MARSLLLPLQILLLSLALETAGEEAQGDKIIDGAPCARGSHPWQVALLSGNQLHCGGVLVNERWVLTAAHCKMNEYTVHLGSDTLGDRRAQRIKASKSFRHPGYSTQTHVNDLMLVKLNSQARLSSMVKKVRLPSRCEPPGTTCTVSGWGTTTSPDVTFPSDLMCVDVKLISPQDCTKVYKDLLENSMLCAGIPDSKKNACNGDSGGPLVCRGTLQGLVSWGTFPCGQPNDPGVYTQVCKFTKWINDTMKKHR
# LEDGF integ inh: blocks HIV-1 LEDGF/p75-dependent DNA integration; TR-FRET IN-LEDGF/p75 DNA integration, Eu/Cy5; inhibition, % at 3.7 µM; hit rate 0.64% among 370,000;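 active = inhibition above the screen-wide mean plus 3 SD, cut at about 13% in these data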;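 note: signal is the Cy5 over europium emission ratio at 671 and 618 nm; 0% = plate median of compound wells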
# ASAP1 GAP inh: blocks human ASAP1-stimulated Arf1 GTP hydrolysis; Q9ULH1; GDP FP detection; inhibition, % at 16.5 µM; hit rate 0.19% among 360,000; AID 624377; in the data active = inhibition above about 25%;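 note: 0% = vehicle with enzyme and substrate and 100% = no enzyme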
# TDP2 absorb: blocks human TDP2 phosphodiesterase activity; hit rate 0.34% among 370,000; AID 720702; recombinant TDP2, T5PNP hydrolysis, p-nitrophenol absorbance 415 nm; inhibition, % at 12.8 µM;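 active = inhibition above the mean of all tested compounds plus 3 SD, set per campaign, cut at about 25% in these data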;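 note: 0% = DMSO with enzyme and 100% = buffer with substrate but no TDP2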
#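 Assay system: Recombinant human TDP2 | Quantity: 120 nM TDP2 per well | Incubation: 2 h at 37 °C | Signal: Epi absorbance | Evaluation: Percent inhibition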
# PLCg1 inh: PLC-gamma1 (human) inhibition, primary screen | inhibition, % at 12.2 µM | purified PLC-gamma1, fluorogenic substrate, fluorescence | AID 720700 | hit rate 0.84% among 370,000 | P19174; in the data active = inhibition above about 9.5%
# * marks the source's active call; other numbers are inactive results; · = no result given.
no.	molecule	ADAM17 inh	Tn6 DDE FP	ADAM10 inh	DDE Tn7 FP inh	ARFGAP1 inh	proKLK7 act	LEDGF integ inh	ASAP1 GAP inh	TDP2 absorb	PLCg1 inh
1	CCOC(=O)N1CCN(C(=O)C[C@H]2C[C@@]3(C(=O)OC)C(=C[C@H](C4CCCC4)O[C@@H]3C)N(Cc3ccc(Cl)cc3Cl)C2=O)CC1	3	6	6	6	·	0.8	-1	·	-2	-1
2	COC(=O)[C@]12CCCCC=C1N(Cc1ccc(OC)cc1)C(=O)[C@@H]2CC(=O)NCc1cccc(C(F)(F)F)c1	5	-4	11	-2	·	0.1	2	·	1	1
3	CCS(=O)c1scc(-c2ccc(Cl)cc2)c1C#N (configuration not stated)	-3	1	-2	-7	-10	-0.3	3	3	22	0
4	Cc1ccc(C)c(OCC(=O)Nc2ccc(C(=O)O)cc2NC(=O)COc2cc(C)ccc2C)c1	1	6	2	3	3	0.6	5	-13	-3	-1
5	CC(C(=O)NC1CCCc2ccccc21)N1C(=O)C2CCCCC2C1=O (configuration not stated)	-4	-2	-7	1	-8	-0.7	-6	1	-4	3
6	COc1ccc(S(=O)(=O)NCC2CCCO2)cc1C(=O)O (configuration not stated)	0	-3	1	4	3	-0.2	-3	-2	-4	2
7	CN1CCN(NC(=O)Nc2ccc([N+](=O)[O-])cc2)CC1	2	3	-1	4	5	0.0	0	-3	17	2
8	O[C@H](COc1cccc(F)c1)CN1CCC(C(O)(c2ccccc2)c2ccccc2)CC1	-1	2	1	-6	·	1.0	0	·	0	1
9	O=C(NC(=S)Nc1cc(Cl)ccc1O)c1cccc(Br)c1	0	-7	18	1	3	-0.2	7	2	10	1
10	CC(C)n1nnnc1C1(C)CCSCC(=O)N1Cc1cccc(C(F)(F)F)c1 (configuration not stated)	-5	-5	-7	-2	·	-0.1	-1	·	9	-2

# Results in Tn6 DDE FP, for three of the compounds above:
item | SMILES | Tn6 DDE FP
7 | CN1CCN(NC(=O)Nc2ccc([N+](=O)[O-])cc2)CC1 | 3
6 | COc1ccc(S(=O)(=O)NCC2CCCO2)cc1C(=O)O (configuration not stated) | -3
9 | O=C(NC(=S)Nc1cc(Cl)ccc1O)c1cccc(Br)c1 | -7

# (more compounds)
no.	molecule	ADAM17 inh	Tn6 DDE FP	ADAM10 inh	DDE Tn7 FP inh	ARFGAP1 inh	proKLK7 act	LEDGF integ inh	ASAP1 GAP inh	TDP2 absorb	PLCg1 inh
11	Nc1nnc(CCC2CCCCC2)s1	-1	17*	-25	-1	-7	0.4	-1	-12	-7	-1
12	CCOc1ccccc1NC(=O)NC(C)c1ccc2c(c1)OCO2 (configuration not stated)	-7	8	-4	7	2	0.1	-3	-7	7	-1
13	C[C@@H]1C(=O)O[C@H]2[C@H](O)[C@@]34[C@H]5C[C@@H](C(C)(C)C)[C@]36[C@@H](OC(=O)[C@@H]6O)O[C@@]4(C(=O)O5)[C@@]12O	-4	3	-6	4	2	0.2	2	-16	0	0
14	CCOc1cc(C(C(=O)NCC2CCCO2)N(C(=O)Cn2nnc3ccccc32)c2cccc(OC)c2)ccc1O (configuration not stated)	-1	0	0	-5	2	0.2	2	-4	4	1
15	COc1cccc(-c2nc(CS(=O)(=O)CC(=O)NC3CCCCC3C)c(C)o2)c1 (configuration not stated)	3	6	-4	2	-3	0.4	-1	-1	11	0
16	O=C(NCc1ccccn1)c1cc2n(n1)C(C(F)(F)F)CC(c1ccco1)N2 (configuration not stated)	-2	2	-17	8	2	1.1	-6	12	-16	-22
17	COc1ccc(CNC(=O)C(c2ccccc2F)N(C(=O)c2csnn2)C2CC2)cc1 (configuration not stated)	-5	0	4	0	-2	0.2	-5	-2	-17	7
18	COc1ccc(OC)c(S(=O)(=O)N2CCN(CC(O)COc3ccccc3)CC2)c1 (configuration not stated)	0	1	7	-1	4	0.6	-9	1	-17	-1
19	CCN(CC)P(=O)(Nc1ccc(C)cc1Br)c1ccc(N(C)C)cc1NC(=O)c1ccco1 (configuration not stated)	-1	9	2	8	-4	-0.3	-1	-8	9	-7
20	N#Cc1cccc(C(=O)C(=O)N2CCN(C(=O)OCc3ccccc3)CC2)c1	-3	-5	-5	-6	10	0.3	0	-11	6	1

# Individual results from the results shown.
# DDE Tn7 FP inh result of no. 12 = 7
# DDE Tn7 FP inh result of no. 15 = 2
# LEDGF integ inh result of no. 14 = 2
# ASAP1 GAP inh result of no. 17 = -2

# Additional structures.
no.	molecule	ADAM17 inh	Tn6 DDE FP	ADAM10 inh	DDE Tn7 FP inh	ARFGAP1 inh	proKLK7 act	LEDGF integ inh	ASAP1 GAP inh	TDP2 absorb	PLCg1 inh
21	COc1ccc2c(c1OC)C(=O)N1c3ccccc3SC21 (configuration not stated)	-41	-2	-104	0	1	0.8	1	-1	8	-20
22	COc1ccc(C2(C)NC(=O)N(CC(=O)Nc3ccc4c(c3)OCO4)C2=O)cc1OC (configuration not stated)	11*	4	12	-3	10	-0.6	1	-5	-18	-3
23	N[C@@H](Cc1ccc(O)cc1)c1nnc([C@H](CC(=O)O)NC(=O)C2CCNCC2)o1	-2	-1	-5	3	-5	-0.2	-2	0	-3	1
24	Cc1ccccc1-n1c(C)nnc1SCC(=O)NC1CCCc2ccccc21 (configuration not stated)	-4	-8	0	1	-1	-0.6	-5	3	-2	-3
25	O=C(CS(=O)(=O)c1ccccc1)Nc1nc2ccccc2s1	-2	2	13	2	2	-0.4	5	-3	9	1
26	COc1ccc(S(=O)(=O)Cc2ccc(C(=O)NCc3ccccc3)o2)cc1	-1	-2	9	-5	-1	-0.2	-2	-2	-7	2
27	COC(=O)c1ccc(CN2C(=O)C3CCCCC3C2=O)o1 (configuration not stated)	-5	0	-14	6	-4	0.1	4	7	3	0
28	CC(=O)Nc1cccc(C(=O)N2CCN(S(=O)(=O)c3ccc4ccccc4c3)CC2)c1	-5	-1	2	1	12	0.3	-8	-10	-21	2
29	CC1Cc2ccccc2N1C(=O)CSc1ncccc1C(=O)O (configuration not stated)	-5	-3	4	3	13	-0.2	4	5	-6	-14
30	COc1ccc(NC(=O)COC(=O)CCCOc2ccc(Cl)cc2Cl)cc1Cl	6	-1	15	-4	13	-0.2	1	-3	10	1

# Next part
no.	molecule	ADAM17 inh	Tn6 DDE FP	ADAM10 inh	DDE Tn7 FP inh	ARFGAP1 inh	proKLK7 act	LEDGF integ inh	ASAP1 GAP inh	TDP2 absorb	PLCg1 inh
31	CC1=C(C(=O)OC(C)C)C(c2ccc(O)cc2)NC(=O)N1 (configuration not stated)	-5	4	-5	1	-3	0.0	-4	15	-12	-5
32	COC(=O)CCN1CCC(C(N)=O)CC1	-5	-5	-6	1	10	-0.3	-3	8	-9	2
33	COc1cccc(CNC(=O)C(CCSC)NS(=O)(=O)c2ccc3c(c2)oc(=O)n3C)c1 (configuration not stated)	2	1	7	5	6	0.2	-1	-3	-11	5
34	O=C(NCc1cn2ccsc2n1)Nc1cccc(Cl)c1	-3	-4	-1	-6	-5	0.8	-1	-4	0	-2
35	CN(C)CCNC(=O)c1onc(CSc2nc3ccccc3[nH]2)c1C(=O)NCCN(C)C	0	8	-1	-1	9	-0.5	1	-3	7	1
36	COc1cc(OC)cc(-c2c(Sc3ccccc3)c3cc(-c4ccc(OC)nc4)ccc3n2C)c1	2	7	4	4	-12	-0.4	2	0	-14	-5
37	c1ccc(CN2CCN(c3nc(N4CCOCC4)c4ccccc4n3)CC2)cc1	-7	-4	-31	0	-5	-0.1	2	-10	4	-29
38	O=C(NCCc1ccccc1)c1cc(-c2ccc3c(c2)OCO3)on1	-4	-1	-1	0	4	0.2	0	2	-8	0
39	CC(=O)Nc1ccc(OCC(=O)c2ccc(C)cc2C)cc1	9.6*	0	8	1	1	0.3	-2	9	-3	1
40	COC(=O)c1ccc(NC(=O)CSc2ccccc2)cc1	3	-9	3	-6	2	0.4	4	-1	-14	2

# New compounds follow.
no.	molecule	ADAM17 inh	Tn6 DDE FP	ADAM10 inh	DDE Tn7 FP inh	ARFGAP1 inh	proKLK7 act	LEDGF integ inh	ASAP1 GAP inh	TDP2 absorb	PLCg1 inh
41	COCCCNC(=O)CCCN1C(=O)c2cccnc2Sc2ccccc21	-6	-5	4	2	-12	-0.6	-3	3	-15	5
42	O=C(Nc1ccc(Cl)c(Cl)c1)OCCNC(=O)c1ccncc1	-2	-11	-6	0	15	-0.2	-1	7	-15	7
43	CCc1ccccc1N(C)C(=O)CCc1nc(-c2ccc(C)cc2)no1	3	7	2	-2	14	-0.3	-1	10	-11	0
44	Cc1cc(C)n2ncc(C(=O)NCc3ccccc3)c2n1	-53	5	-177	-2	12	2.3	2	-8	-1	-114
45	COc1ccccc1O	1	-7	8	7	5	-0.1	3	-5	-5	3
46	Cc1ccc(-n2c(SCC(N)=O)nnc2-c2cccnc2)c(C)c1	-3	9	4	-1	9	-0.9	2	2	7	0
47	Cc1cccc(-c2cccc3c4c([nH]c23)[C@@H]2C[C@H](N(C)C(=O)Nc3ccccc3)[C@H]([C@H](C)O)CN2CC4)c1	-1	-6	-9	-14	·	0.3	5	·	-10	-44
48	CC1CC1C(=O)OCC(=O)NCc1ccccc1 (configuration not stated)	-5	-2	-11	3	4	0.8	-1	-9	0	-4
49	CC(=O)c1ccc(NC(=O)C2=CC(c3ccco3)=NS(=O)(=O)N2C)cc1	-21	-1	-10	3	3	-0.3	-3	4	-10	1
50	N#CC1=C(SCC(N)=O)NC2=C(C(=O)c3ccccc32)C1c1ccc(Cl)cc1 (configuration not stated)	-4	-4	-2	2	10	3.5	0	12	2	-17

# As a working copy, part of the list above:
no.	molecule	ADAM17 inh	Tn6 DDE FP	ADAM10 inh	DDE Tn7 FP inh	ARFGAP1 inh	proKLK7 act	LEDGF integ inh	ASAP1 GAP inh	TDP2 absorb	PLCg1 inh
41	COCCCNC(=O)CCCN1C(=O)c2cccnc2Sc2ccccc21	-6	-5	4	2	-12	-0.6	-3	3	-15	5
42	O=C(Nc1ccc(Cl)c(Cl)c1)OCCNC(=O)c1ccncc1	-2	-11	-6	0	15	-0.2	-1	7	-15	7
43	CCc1ccccc1N(C)C(=O)CCc1nc(-c2ccc(C)cc2)no1	3	7	2	-2	14	-0.3	-1	10	-11	0
44	Cc1cc(C)n2ncc(C(=O)NCc3ccccc3)c2n1	-53	5	-177	-2	12	2.3	2	-8	-1	-114
45	COc1ccccc1O	1	-7	8	7	5	-0.1	3	-5	-5	3
46	Cc1ccc(-n2c(SCC(N)=O)nnc2-c2cccnc2)c(C)c1	-3	9	4	-1	9	-0.9	2	2	7	0
